HEK293 NOD2/NF-kB – NOD2 signaling inhibitors, cell-based, luminescence, uHTS, HEK293 (AID 1566); inhibition, % at 4 µM; hits with a dose series show EC50 in µM; actives 0.63% (n = 290,000); HEK293 NOD2/NF-kB luciferase reporter, luminescence; higher % means a stronger effect; further: many of its hits are not listed in these tables
Rac1 GTP hydrolysis – MgcRacGAP GTPase-activating activity inhibitors, confirmation, biochemical, ADP Hunter fluorescence; MgcRacGAP-stimulated Rac1 GTP hydrolysis, ADP Hunter fluorescence; higher % means a stronger effect; GST-tagged Rac1 F28L mutant substrate; inhibition, % at 30 µM; hits with a dose series show IC50 in µM; actives 0.6% (n = 340,000); AID 624330;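 active means first-screen hits whose inhibition reached a set limit at any dose in the follow-up dose series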;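 further: fluorescence reports GDP produced by GAP-driven GTP hydrolysis; strong numbers were not always called active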
KOR beta-arrestin-1 – KOR antagonists, beta-arrestin recruitment, cell-based, luminescence, uHTS (AID 1778) | KOR beta-arrestin recruitment, luminescence, antagonist mode; higher % means a stronger effect | inhibition, % at 10 µM, or IC50 in µM where a hit was titrated | actives 0.091% (n = 290,000); further: strong numbers were not always called active
HIV fusion peptide – cell-free HIV fusion peptide-binding blockers – biochemical, uHTS, fluorescence dequenching, primary screen (AID 1986) | one-dose inhibition, % at 20 µM; IC50 in µM for titrated hits | actives 0.3% (n = 290,000) | cell-free peptide binding, fluorescence dequenching, 30 min; higher % means a stronger effect; in the data active means inhibition mostly above about 52%, no sharp cut-off; inactive means mostly below about 76%; further: some results filed as inactive read as strong as hits
NOD1 NF-kB reporter – inhibition of NOD1-driven NF-kB reporter – cell-based, luminescence, uHTS, primary screen (AID 1578) | one-dose inhibition, % at 4 µM; EC50 in µM for titrated hits | NOD1-driven NF-kB luciferase reporter cells, luminescence; higher % means a stronger effect | actives 1% (n = 290,000); in the data active means inhibition mostly above about 36%, no sharp cut-off; inactive means mostly below about 34%;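 further: HEK-293T reporter cells stimulated with the NOD1 agonist gamma-tri-DAP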
GPR55 beta-arrestin – selective activators of receptor GPR55 – imaging, U2OS cells, beta-arrestin-GFP redistribution, primary screen (AID 1961); U2OS GPR55 beta-arrestin-GFP redistribution imaging; higher % means a stronger effect; actives 0.048% (n = 290,000); one-dose activation, % at 10 µM; EC50 in µM for titrated hits;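 active means activation above 40% with more than 50 cells counted in the well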;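 further: U2OS osteosarcoma cells stably expressing GPR55 and beta-arrestin-GFP; plate controls were DMSO negative control for no effect and LPI positive control for full effect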
KOR beta-arrestin-2 – kappa opioid receptor activators – cell-based, luminescence, uHTS, primary screen (AID 1777); KOR beta-arrestin recruitment, luminescence; higher % means a stronger effect; activation, % at 10 µM, or EC50 in µM where a hit was titrated; actives 0.02% (n = 280,000); in the data active means activation above about 50%, passing the limit was not always enough; further: a part of the inactive calls stands beside numbers as strong as those of hits
SV40 large T antigen – TAg ATPase/helicase activity blockers – biochemical (AID 1903); one-dose inhibition, % at 20 µM; IC50 in µM for titrated hits; SV40 large T antigen ATPase/helicase inhibition assay; higher % means a stronger effect; actives 0.39% (n = 310,000); in the data active means a potency from the dose series; further: strong numbers were not always called active
GPR55 antagonists – GPR55 antagonists blocking LPI-driven arrestin recruitment, primary screen, imaging, U2OS, beta-arrestin-GFP, LPI agonist (AID 2013) | U2OS GPR55 beta-arrestin-GFP translocation imaging, LPI antagonism; higher % means a stronger effect | one-dose inhibition, % at 10 µM; IC50 in µM for titrated hits | actives 0.13% (n = 290,000);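 active means spots per cell inhibited over 60%, with over 100 cells counted and total cytoplasm intensity under 500,000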;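 further: U2OS cells stably carrying GPR55 and arrestin-GFP stimulated by 5 µM LPI near EC80; imaged beta-arrestin-GFP aggregate spots per cell after agonist stimulation; plate controls were LPI-stimulated DMSO wells for no effect and DMSO wells without LPI for full effect; some results filed as inactive read as strong as hits; confirmed hits need IC50 under 10 µM and bright autofluorescent wells are also inconclusive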
* hit, by the source's call; · = not tested or not shown; [ ] = dose if it differs, or a comment. Unless noted, no stated cut-off is given here; in the data, active means inhibition above about 50%; inactive means the rest. These rows are one share of the data; rates above refer to the full screens.

HEK293 NOD2/NF-kB | Rac1 GTP hydrolysis | KOR beta-arrestin-1 | HIV fusion peptide | NOD1 NF-kB reporter | GPR55 beta-arrestin | KOR beta-arrestin-2 | SV40 large T antigen | GPR55 antagonists | Compound
0% | 11% | 5% | 0.1% | -10% | -0.1% | -2.0% | 11% | 14% | CCCS(=O)(=O)N1CCCC(C(=O)N2CCC(Cc3ccccc3)CC2)C1 (stereo not drawn)
22% | 9% | -12% | -0.7% | -4% | 0.2% | -4.9% | 1% | 3% | COc1ccccc1N1CCN(S(=O)(=O)CCNC(=O)C2CC(=O)N(c3ccccc3)C2)CC1 (stereo not drawn)
11% | 5% | -3% | -1.5% | 7% | 0.3% | -1.0% | 19% | 1% | Cc1ccc(N2CCN(C(=O)CNS(=O)(=O)c3ccc(Br)s3)CC2C)cc1 (stereo not drawn)
8% | 10% | -22% | 2.0% | -8% | 0.3% | 5.9% | 6% | 7% | Cc1nnc(SCCN2CCOCC2)c2nn(-c3ccccc3F)c(C)c12
21% | -4% | -1% | 0.2% | -16% | 0.6% | -1.6% | 4% | 4% | O=C(CCCc1cccs1)Nc1nccs1
11% | 17% | -14% | -1.7% | 9% | -0.1% | 3.1% | 2% | 14% | NC(=O)NC(=O)CSc1nc(-c2ccccc2)c(-c2ccccc2)n1CC1CCCO1 (stereo not drawn)
-13% | -1% | -11% | 0.0% | -12% | -0.4% | 3.3% | 2% | 6% | COc1ccccc1N(CC1CO1)S(=O)(=O)c1ccc(C)cc1 (stereo not drawn)
3% | 8% | 19% | -1.2% | -18% | 1.2% | -2.4% | 6% | 6% | CCOC(=O)N1CCC(NC(=O)c2cc3c(=O)n(C)c4ccccc4c3n2C)CC1
-11% | 0% | 16% | 7.0% | -14% | -0.2% | 0.7% | 25% | 15% | Cc1cc(=O)oc2cc(OCc3ccc(C(=O)OCC(=O)Nc4ccccc4OC(F)F)cc3)ccc12
0% | 11% | 3% | -0.6% | -8% | 0.2% | -3.1% | 0% | -5% | Cc1ccc(NC(=O)CSc2nnc(C3CC3)n2CC2CCCO2)c(C)c1 (stereo not drawn)
12% | -8% | -26% | 0.9% | -33% | 0.3% | 2.1% | 7% | -7% | Cc1ccc(C)c(CSc2nnc(C)c(=O)n2N)c1
33% | 3% | 12% | 2.4% | 48% | -0.1% | -2.8% | 9% | -8% | C=CCOC(=O)c1[nH]c2c(c1C)C(=O)CC(c1cc(OC)c(OC)c(OC)c1)C2 (stereo not drawn)
-11% | 10% | 14%[20 µM] | 17% | 68%* | 1.3% | -2.2% | 16% | -14% | CCOc1ccc(C(Nc2cccnc2)c2cc(Cl)c3cccnc3c2O)cc1 (stereo not drawn)
0% | 7% | 10% | -3.8% | 1% | -0.2% | -1.4% | 4% | 8% | COc1ccc(OC)c(Nc2nc(N)c([N+](=O)[O-])c(N3CCOCC3)n2)c1
1% | -2% | -38% | 0.4% | -35% | -0.2% | 0.3% | 5% | 2% | CC(C)CC(NC(=O)C(CO)NC(=O)C1CCC(=O)N1)C(N)=O (stereo not drawn)
8% | 7% | -8% | 0.5% | 13% | 0.3% | 3.3% | -4% | -2% | Cc1cccc2sc(NC(=O)CN3C(=O)NC4(CCCC4)C3=O)nc12
6% | 4% | 0% | -0.8% | -9% | -0.2% | -2.8% | 8% | 1% | COCCn1c(SCC(=O)c2ccc3c(c2)OCCO3)nnc1C(C)C
28% | 7% | -15%[20 µM] | -1.4% | -5% | 0.4% | -3.2% | · | 2% | COc1cc2c(cc1OC)CN(C(=O)c1ccc3[nH]c(C)c(C)c3c1)CC2
9% | 2% | -32% | 1.6% | 1% | 0.3% | -13% | 15% | 3% | O=C(CC1Oc2ccccc2NC1=O)NC1CCCC1 (stereo not drawn)
27% | 10% | 8% | 1.4% | -25% | -0.1% | 1.0% | 5% | 5% | O=C(C1CCCN(S(=O)(=O)c2cc(Cl)ccc2Cl)C1)N1CCCCCC1 (stereo not drawn)
-10% | 0% | -33% | -0.5% | -5% | 0.0% | 2.2% | 4% | 0% | Cc1ccc(C23CC4CC(CC(C(=O)NCC(=O)O)(C4)C2)C3)cc1
14% | -9% | -11% | -1.2% | -22% | -0.1% | -3.0% | 5% | -5% | CC(C)c1ccc(-c2nc(N3CCCCCC3)nc3n[nH]c(N)c23)cc1
3% | 5% | 8% | 0.4% | -20% | -0.1% | -1.0% | -4% | 14% | O=C(OCC#CCSc1nnc(-c2ccc([N+](=O)[O-])cc2)o1)c1cccs1
4% | 7% | 15% | -0.9% | -12% | 0.1% | -1.5% | 17% | -4% | O=C(COc1ccc(Cl)cc1Cl)Nc1nc2n(n1)C(c1ccccc1)CC(=O)N2 (stereo not drawn)
-9% | 11% | -7% | -2.7% | -17% | -0.4% | -1.9% | 16% | 8% | Cn1ccc(=S)c2ccccc21
27% | -7% | -11% | -0.8% | -13% | 0.2% | -3.1% | 14% | 2% | CCn1cc(/C=C(\NC(=O)c2cc(OC)c(OC)c(OC)c2)C(=O)N2CCN(C)CC2)c2ccccc21
-3% | 1% | 3% | 0.6% | 4% | -0.2% | -2.2% | 11% | -9% | Cn1ccc(=NC=C(C#N)C#N)c2ccccc21
6% | 8% | 21% | -2.8% | -14% | 0.2% | -1.7% | 6% | -4% | COC(=O)Nc1nnc(-c2ccncc2)s1
4% | 3% | 28% | 3.1% | -22% | 14% | -0.7% | 8% | 4% | CC(=O)Nc1ccc(Nc2cc(C)nc3c(-c4ccc(Cl)cc4)c(C)nn23)cc1
11% | 14% | 2% | -1.0% | -7% | 0.2% | -6.8% | -1% | 25% | CCN1CCCC1CNC(=O)Cn1cccc1C(=O)c1ccccc1C (stereo not drawn)

Given as labelled records: entries from further up.
COCCn1c(SCC(=O)c2ccc3c(c2)OCCO3)nnc1C(C)C
  HEK293 NOD2/NF-kB: 6%; Rac1 GTP hydrolysis: 4%; KOR beta-arrestin-1: 0%; HIV fusion peptide: -0.8%; NOD1 NF-kB reporter: -9%; GPR55 beta-arrestin: -0.2%; KOR beta-arrestin-2: -2.8%; SV40 large T antigen: 8%; GPR55 antagonists: 1%
Cn1ccc(=S)c2ccccc21
  HEK293 NOD2/NF-kB: -9%; Rac1 GTP hydrolysis: 11%; KOR beta-arrestin-1: -7%; HIV fusion peptide: -2.7%; NOD1 NF-kB reporter: -17%; GPR55 beta-arrestin: -0.4%; KOR beta-arrestin-2: -1.9%; SV40 large T antigen: 16%; GPR55 antagonists: 8%

(continued)
HEK293 NOD2/NF-kB | Rac1 GTP hydrolysis | KOR beta-arrestin-1 | HIV fusion peptide | NOD1 NF-kB reporter | GPR55 beta-arrestin | KOR beta-arrestin-2 | SV40 large T antigen | GPR55 antagonists | Compound
-8% | 4% | -16%[20 µM] | -1.8% | -34% | -0.1% | · | · | 2% | COC(=O)Cn1nnc2c(cnn2-c2ccccc2)c1=O
-83% | 10% | -6% | 6.3% | -52% | -0.1% | -2.1% | 7% | 5% | C/C(=N\NC(=O)c1cc(Br)ccc1O)c1cccs1
20% | 10% | -4% | -0.1% | 8% | -0.1% | 4.4% | 19% | -11% | O=C(CSc1nc2ccccc2c(=O)n1-c1cccc(C(F)(F)F)c1)NC1CC1
7% | 15% | -19% | -0.7% | -22% | -0.2% | -6.8% | · | -2% | CCOC(=S)N/C(=N\S(=O)(=O)c1ccccc1)c1ccccc1
17% | 5% | 20% | -0.9% | 4% | 0.3% | 0.1% | 12% | 14% | CC1=Nc2ccccc2N=C(NC(=O)CSC(=S)N2CCN(C)CC2)C1c1ccccc1 (stereo not drawn)
-4% | 9% | -17% | -1.5% | -9% | 0.0% | -1.2% | 1% | 7% | CCOc1ccc(S(=O)(=O)N2CCC(C(=O)NCCc3ccc(OC)c(OC)c3)CC2)cc1
9% | 2% | 2% | -0.9% | -16% | -0.2% | -6.5% | 9% | -1% | CN(C)c1ccc(C(=S)N2CCCCC2)cc1Br
-1% | 4% | 12% | 1.0% | · | 0.3% | 6.2% | 6% | 0% | COc1cccc(C(=O)CN2CCC(NC(=O)NC3CCCCC3)CC2)c1
20% | 7% | -2% | 0.4% | -14% | -0.2% | 2.8% | 2% | -8% | CCOC(=O)CN=C(NS(=O)(=O)c1ccc(Cl)cc1)c1ccccc1
11% | 1% | 14% | 2.7% | -5% | -0.2% | 0.1% | 3% | -18% | CC1(C)CC(=O)C2=C(C1)Oc1ncn(CCCO)c(=N)c1C2c1ccccc1 (stereo not drawn)
-2% | 4% | -30% | 8.9% | -34% | 0.3% | 3.5% | 8% | 69% | CCc1ccc2nc(N(CCCN(C)C)C(=O)c3ccc(S(=O)(=O)N4CCc5ccccc5C4)cc3)sc2c1
11% | 2% | 11% | -2.6% | -4% | -0.1% | -0.6% | 12% | 6% | Cn1cc(Cl)nc1C(O)c1ccccc1 (stereo not drawn)
-7% | 10% | 24% | 46% | 0% | 0.0% | -0.5% | 20% | -10% | CN(C)c1ccc(/C=C/C(=O)c2cccnc2)cc1
-18% | 4% | 34% | 1.0% | -34% | -0.2% | 2.3% | 5% | 0% | O=[N+]([O-])c1ccc(N2CCCCC2)cc1NCCOc1ccccc1
26% | 11% | 22% | -0.2% | 4% | -0.1% | -1.9% | 8% | -4% | C[C@]12CCC3C(CC[C@H]4CC(O)CC[C@]34C)C1CC/C2=N/O (stereo partly drawn)
6% | 8% | 17% | -1.8% | -19% | 0.1% | 1.6% | 10% | 16% | COCCCNC(=O)CSc1nc2ccccc2c(=O)n1CCc1ccc(S(N)(=O)=O)cc1
-31% | 0% | -27% | -1.9% | -32% | 0.0% | 4.1% | 0% | -7% | COC(=O)c1cc(C#N)c(SCc2ccccc2)nc1C
11% | 8% | -9% | -6.0% | -5% | -0.1% | 7.7% | 14% | -9% | CCOC(=O)Cn1c(=O)n(Cc2ccco2)c(=O)c2ccc(C(=O)NCCc3ccccc3)cc21
-17% | 5% | 5% | -2.3% | -15% | -0.2% | 1.7% | 4% | -4% | NC(=O)Cn1cnc(-c2ccccc2)c1
-2% | 14% | 8% | 1.6% | -20% | 0.6% | 1.6% | 6% | -7% | CCCCCCCCCCOC(=O)C[N+](C)(C)CC1CCCCC1O (stereo not drawn)
-11% | 1% | 6% | -0.3% | -32% | -0.2% | 2.2% | 25% | -11% | Cc1oc(-c2ccc(Cl)cc2)nc1CS(=O)CC(=O)NCCCN(C)C1CCCCC1 (stereo not drawn)
16% | 16% | -18% | 9.8% | 1% | -0.2% | 7.1% | 12% | 3% | Cc1cc(O)c(C2=Nc3ccccc3SC(c3ccc(Cl)cc3)C2)c(=O)o1 (stereo not drawn)
-22% | 5% | -70%[20 µM] | -1.9% | -8% | -0.1% | -0.2% | 0% | -13% | O=Nc1c(O)[nH]c2ccc(Cl)cc12
0% | 11% | 22% | -0.9% | -17% | -0.1% | -6.6% | 4% | 19% | Cc1ccc2c(C)c(C(=O)N(C)Cc3ccncn3)oc2c1C

Compound activity (PubChem)
